ER stress death = ER stress cell death inhibition | AID 1010 | CSM14.1 thapsigargin ER stress survival, ATP luminescence | relative survival (cellular ATP), % at 15 µg/mL (by protocol) | 0.33% of 48,000 active;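 active means survival measured by cellular ATP above 50% at 15 µg/ml in the first screen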;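 further: cell death triggered by about 15 µM thapsigargin; ATP read 24 h after thapsigargin was added; plate controls were thapsigargin with DMSO for no effect and DMSO without thapsigargin for full effect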
The depositor's hits bear a star.

SMILES | ER stress death
O=C(Nc1ccccc1C(=O)O)c1ccc2c(c1)C(=O)N(CC1CCCO1)C2=O (stereo not drawn) | -2
COCCNC(=O)CN(c1ccc(OC)cc1)S(C)(=O)=O | -4
CC(C)(C)NC(=O)CN(c1cccc(C(F)(F)F)c1)S(C)(=O)=O | 2
CCOC(=O)CC1CSc2nc3sc(C)c(C)c3c(=O)n21 (stereo not drawn) | -3
C=CCN1C(=O)/C(=C/c2cc(C)n(-c3ccc(C(=O)OC)cc3)c2C)SC1=S | -2
Cc1cc(C)cc(NC(=O)/C=C/c2ccc(C)o2)c1 | -7
COc1cc(/C=C2/SC(=S)N(CC(=O)Nc3ccccc3C(=O)O)C2=O)cc(OC)c1OC | 8
Cc1cc(C(=O)N/N=C/c2ccccc2[N+](=O)[O-])n[nH]1 | 8
Cn1ccnc1SCN1C(=O)c2ccccc2C1=O | 6
COc1cc(/C=C/C(=O)c2ccc(F)cc2)cc(OC)c1OC | -4
CCCCOc1ccc(NC2=NC3(CCCC3)N=C(N)N2)cc1 | -2
NS(=O)(=O)c1ccc(NC(=S)Nc2ccccc2)cc1 | 8
O=C(Oc1ccc(/C=C2/SC(=S)N(c3ccccc3)C2=O)cc1)c1cccc([N+](=O)[O-])c1 | 2
Cc1ccc(C(C)NC(=O)c2ccccc2)c(C)c1 (stereo not drawn) | 9
COc1ccc(N(CC(=O)Nc2cccc(Br)c2)S(C)(=O)=O)cc1 | 0
O=C1CC(c2ccccc2)CC2=C1C(c1cc([N+](=O)[O-])ccc1Cl)Nc1ccccc1N2 (stereo not drawn) | 7
COC(=O)C1=C(C)N(C)C(C)=C(C(=O)OC)C1c1cc(OC)c(OC)c(OC)c1 | 1
CCCC1=NN2C(=N)/C(=C/c3ccc(-c4ccc(Cl)cc4Cl)o3)C(=O)N=C2S1 | 4
COC(=O)c1c(NC(=O)/C=C/C(=O)O)sc(C)c1-c1ccc(C)cc1 | 0
O=C(N/N=C/c1cccc(O)c1O)c1ccc(-c2ccccc2)cc1 | 6

(next part)
SMILES | ER stress death
Oc1ccc(Br)cc1CN1CCN(C2CCN(Cc3ccccc3)CC2)CC1 | -4
COc1ccc(N2C(=O)CC(N3CCN(C(c4ccc(F)cc4)c4ccc(F)cc4)CC3)C2=O)cc1 (stereo not drawn) | 4
O=S(=O)(CCc1nnc(-c2ccccc2)o1)c1ccc(Cl)cc1 | 8
COC(=O)/C(=C/C(=O)c1ccc(Cl)cc1)Nc1ccc(OC)cc1 | 8
CS(=O)(=O)N1CCN(Cc2c[nH]c3ccccc23)CC1 | 2
Cc1cc(C(=O)N2CCN(c3ccc(Cl)cc3)CC2)ccc1[N+](=O)[O-] | -2
O=C(CSc1nc2ccccc2[nH]1)Nc1ccc(F)c(Cl)c1 | -18
CC(=O)c1ccc(-c2ccc([N+](=O)[O-])cc2)s1 | 10
CCOC(=O)c1[nH]cnc1C(=O)Nc1ccccn1 | -1
CCOC(=O)Cc1nnc(NC(=O)Nc2ccc(Cl)cc2)s1 | 5
COc1ccccc1NC(=O)c1ccc2c(c1)C(=O)N(c1ccccc1C)C2=O | 5
CC1CCN(c2cc(N3CCN(C(=O)c4ccc(F)cc4F)CC3)c([N+](=O)[O-])cc2F)CC1 | -1
Oc1ccc(Br)cc1/C=N\N1CCN(c2ccccc2)CC1 | 15
CCCCOc1ccccc1C1Nc2ccccc2NC2=C1C(=O)CC(c1ccccc1)C2 (stereo not drawn) | 53*
O=C(O)/C=C/C(=O)Nc1ccc(F)cc1F | -4
COc1ccc(/C=C2/C(=N)N3N=C(C(C)C)SC3=NC2=O)cc1OC | 0
Cc1cccc(/C(N)=N/OC(=O)c2ccccc2I)c1 | -9
O=C1/C(=C/c2ccco2)SC(=S)N1CCc1ccccc1 | -3
N/C(=N/N=C/c1ccc2c(c1)OCO2)c1ccccn1 | -8
O=[N+]([O-])c1ccc(N2CCN(c3ccc(C(F)(F)F)cc3[N+](=O)[O-])CC2)cc1NCc1ccccc1 | 10

Following part
SMILES | ER stress death
COc1ccc(C(=O)NC2CCSC2=O)cc1[N+](=O)[O-] (stereo not drawn) | 4
Cc1ccc(OCC(=O)Nc2cc([N+](=O)[O-])ccc2Cl)cc1 | -8
Cc1ccc(OCC(=O)NCc2ccc(F)cc2)c(Br)c1 | 2
CSC(=N)/C(C#N)=N/Nc1ccccc1 | -9
Cc1ccc(OCC(=O)Nc2sc3c(c2C(N)=O)CCC(C)C3)c(C)c1 (stereo not drawn) | 2
Cc1ccccc1Cn1c(-c2nonc2N)nc2ccccc21 | 4
O=C(NCc1cccnc1)c1cccc(F)c1 | 8
COc1cc([N+](=O)[O-])cc(/C=N/NC(=O)COc2c(Br)cc(Br)cc2Br)c1O | 3
COc1ccc(C(=O)Nc2sc3c(c2C#N)CC(C)(C)SC3)cc1[N+](=O)[O-] | -5
O=C(COc1ccc([N+](=O)[O-])cc1)Nc1ccc(NC(=O)c2ccco2)cc1 | 1
CCOC(=O)C1=C(C)N(CCOC)C(=O)/C1=C\c1cc(OC)c(OC)c(OC)c1 | 3
Cc1cc(N(C)/N=C/c2cccnc2)nc(-c2ccccc2O)n1 | -3
O=C1C2C3C=CC(C3)C2C(=O)N1c1ncccn1 (stereo not drawn) | -8
Cc1onc(-c2ccccc2Cl)c1C(=O)N1CCN(c2ccc(Cl)cc2[N+](=O)[O-])CC1 | 14
CC1=NN(C(=O)CCc2ccccc2)C(O)(c2ccncc2)C1 (stereo not drawn) | 6
O=C(N1CCN(C(=O)C23CC4CCC(CC(C4)C2)C3)CC1)C12CCC3CC(CC(C3)C1)C2 | -9
O=S(=O)(c1ccccc1)N1CCN(CCCc2ccccc2)CC1 | 2
CC1=C(C(=O)OCCOc2ccccc2)C(c2cccs2)C2=C(CCCC2=O)N1 (stereo not drawn) | 9
CN1C(=O)/C(=C/c2cc(Br)c(Br)o2)SC1=S | 1
C=CCc1cccc2cc(C(=O)Nc3ccc(C)c(C)c3)c(=O)oc12 | 2

Carrying on:
SMILES | ER stress death
O=[N+]([O-])c1ccc2nc(SCc3nc4ccccc4[nH]3)sc2c1 | 9
O=C(c1ccc(F)cc1)N1CCN(Cc2ccco2)CC1 | 7
O=C(Nc1ccc(S(=O)(=O)N2CCOCC2)cc1)c1cccs1 | 3
Cc1ccc(NC(=O)C2CCCN2S(=O)(=O)c2ccc(C)cc2)cc1 (stereo not drawn) | 0
COc1cc(C2/C(=C(\O)c3ccc(Cl)cc3)C(=O)C(=O)N2CCCCCC(=O)O)ccc1O (stereo not drawn) | -2
CCCOc1ccc(C(=O)N2CCc3ccccc32)cc1 | -1
CC(=O)Nc1ccccc1NC(=O)Cc1cccs1 | 5
COC(=O)c1c(-c2ccccc2Cl)csc1NC(=O)/C=C/C(=O)O | 3
CC(=O)NCCN=Cc1c(O)[nH]c2ccccc12 | -2
COC(=O)CN1C(=O)/C(=C/c2ccccn2)SC1=S | 5
COc1ccc(N=C2SC(C(=O)N3CCN(c4ccccc4)CC3)CC(=O)N2C)cc1 (stereo not drawn) | 1
COc1ccc(/C=C2\SC(N3CCN(C(=O)CCCN4C(=O)/C(=C/c5cccs5)SC4=S)CC3)=NC2=O)cc1 | 12
CC(=O)Oc1ccc2c(C)c(C)c(=O)oc2c1 | 9
C=CCNC(=O)COc1ccc(Br)cc1 | 13
O=c1[nH]c2ccc(Cl)cc2c(-c2ccccc2)c1N1CCOCC1 | 11
Cc1ccccc1N1CCN(C(=S)c2ccccc2)CC1 | -5
Cc1cccc(N2C(=O)CSC2=O)c1 | 4
CCc1ccc(/C(C)=N/Nc2cc(-c3ccccc3)nc(C)n2)cc1 | 0
Nc1cc(=O)[nH]c(SCc2ccccc2)n1 | 5
O=C(CSc1nc2sc3c(c2c(=O)n1-c1ccccc1)CCCC3)NCCO | 3

Later entries.
| Molecule | ER stress death |
| --- | --- |
| CCCNC(=O)c1ccccc1C(=O)NCCC | 5 |
| Cn1c(=O)n(CCOc2ccc(Br)cc2)c2ccccc21 | 9 |
| CCC(C)NC(=O)CN(c1ccc(C)c(Cl)c1)S(C)(=O)=O (stereo not drawn) | 5 |
| CCN(CC)c1ccc(NC(=O)c2cccc(OC)c2)cc1 | -3 |
| CCCOc1ccc(N2C(=O)CC(Nc3ccc(C(=O)OC)cc3)C2=O)cc1 (stereo not drawn) | 7 |
| O=C1c2c(Cl)c(Cl)c(Cl)c(Cl)c2C(=O)N1c1cc2c(cc1Br)OCCO2 | 0 |
| CCOC(=O)c1c(NC(=O)c2cccs2)sc(C(=O)Nc2ccc3c(c2)OCO3)c1C | 3 |
| COc1ccc(CCN(C(=O)/C=C/C(=O)O)C2CC(=O)N(c3ccccc3)C2=O)cc1 (stereo not drawn) | 4 |
| COc1ccccc1OCC(=O)NNC(=O)c1cccnc1 | 9 |
| O=C(/C=C/c1ccc([N+](=O)[O-])cc1)NC1CCCCC1 | 7 |
| COC(=O)c1c(NC(=O)CCc2ccccc2)sc2c1CCCC2 | -4 |
| CCOc1ccc(C(=O)Nc2ccc(O)c(-c3nc4ccccc4s3)c2)cc1Br | 14 |
| CCOc1ccccc1C(=O)Nc1ccc(Cl)cc1[N+](=O)[O-] | 12 |
| CCOC(=O)C1C(=O)OC2(CCCCC2)C1C(=O)OCC (stereo not drawn) | 10 |
| O=[N+]([O-])c1ccc(O)c(/C=N/Nc2nnc(-c3ccccc3)c(-c3ccccc3)n2)c1 | 6 |

The results go on.
| Molecule | ER stress death |
| --- | --- |
| CC(=O)N1c2ccccc2NC2=C(C(=O)CC(C)(C)C2)C1c1ccc(Cl)cc1 (stereo not drawn) | 12 |
| Cc1ccc(OCC(=O)Nc2ccccc2[N+](=O)[O-])c(C)c1 | 2 |
| Cc1ccc(OCC(=O)Nc2ccccc2-c2ccccc2)cc1 | 4 |
| N#CC1=C(N)Oc2cc(O)ccc2C1C1CC=CCC1 (stereo not drawn) | -10 |
| COc1cc(/C=C2\C(=O)NC(=O)N(c3ccc(Cl)cc3)C2=O)c([N+](=O)[O-])cc1OC | 6 |
| Cc1ccc(S(=O)(=O)NC(C)c2ccccc2)cc1 (stereo not drawn) | 10 |
| CCN(CC)CCCNS(=O)(=O)c1ccc([N+](=O)[O-])cc1 | -7 |
| Nc1nnnn1Cc1nc2ccccc2[nH]1 | -13 |
| COc1ccc(C(c2cc(C(C)(C)C)c(O)c(C(C)(C)C)c2)N2CCOCC2)cc1 (stereo not drawn) | 8 |
| C=CCc1ccccc1OCCOc1c(I)cc(/C=N/n2cnnc2)cc1OC | 12 |
| O=C(CN1C(=O)S/C(=C/c2ccccc2F)C1=O)Nc1ccccc1C(=O)O | -1 |
| Cc1c(OCC(=O)O)ccc2c3c(c(=O)oc12)CCCC3 | 10 |
| Cc1cc(Cl)ccc1OCC(=O)NNC(=O)c1cccnc1 | 5 |
| CC1CCCCN1C(=O)/C=C/c1ccc(F)cc1 (stereo not drawn) | -2 |
| O=C(Nc1cccc(Cl)c1)C1CC1(c1ccccc1)c1ccccc1 (stereo not drawn) | 1 |

The results go on:
| Molecule | ER stress death |
| --- | --- |
| CC(=O)OCC12COC(C)(CC1C)CC2C (stereo not drawn) | -1 |
| C=CCN1C(=O)/C(=C\c2ccc(-c3ccc([N+](=O)[O-])cc3Cl)o2)C(=O)NC1=S | -4 |
| C=CCn1c(O)c(N=NC(=O)c2ccc(Cl)c([N+](=O)[O-])c2)c2cc(Br)ccc21 | 8 |
| N/C(=N\c1nc(C(F)(F)F)cc(=O)[nH]1)Nc1ccc(Cl)cc1 | 1 |
| COc1ccc(CNC(=O)c2cnn3c(C(F)(F)F)cc(-c4ccc(OC)cc4)nc23)cc1 | 2 |
| CCOC(=O)C1=C(O)/C(=C/c2ccc(Cl)cc2)SC1=Nc1ccc(C)cc1 | -7 |
| CCCC(=O)Nc1ccc(O)c(-c2nc3cc(C)ccc3o2)c1 | 14 |
| CCOc1ccc2oc(-c3ccccc3)c(C(=O)N3CCN(C)CC3)c2c1 | 1 |
| Cc1ccc(S(=O)(=O)NNc2ccccc2[N+](=O)[O-])cc1 | 16 |
| Cc1cc2[nH]c(=O)cc(-c3ccccc3)n2n1 | -3 |
| CCOC(=O)C1=C(O)/C(=C/c2ccc(OCC(=O)Nc3ccc(C)cc3)cc2)N=C1C | 5 |
| CCOC(=O)C(C)Oc1cc2oc(=O)c(CC)c(C)c2cc1CC (stereo not drawn) | 3 |
| CCCCOC(=O)c1cccc(NC(=O)COc2ccccc2Cl)c1 | 8 |
| COc1cc(/C=C2\C(=O)N(c3ccc(S(N)(=O)=O)cc3)N=C2C)cc(Cl)c1O | 3 |
| Cc1ccc(NC(=O)CSc2nc(C(F)(F)F)cc(=O)[nH]2)cc1 | -3 |

Next records:
| Molecule | ER stress death |
| --- | --- |
| CC(C)(C)NCCCCOc1cc(Cl)ccc1Cl | -6 |
| CCCCc1n[nH]c2c1/C(=N\O)CC(C)(C)C2 | 4 |
| CC(=O)c1cccc(NC(=O)/C(=C\c2ccc(Br)cc2)NC(=O)c2ccc(C)cc2)c1 | -4 |
| CC1=CC(C)(C)N(CC(=O)c2ccc([N+](=O)[O-])cc2)c2ccccc21 | 3 |
| CN(C)CCNC(=O)c1cc(Cl)ccc1Cl | 3 |
| CCCN(CCC)C(=O)c1ccccc1 | 0 |
| CCOc1ccc(/C=C2\C(=O)NC(=S)N(c3cccc(Br)c3)C2=O)cc1Cl | 1 |
| CCc1ccc(OCCNc2cc(N3CCCC3)ccc2[N+](=O)[O-])cc1 | 12 |
| Cc1ccc2oc(-c3ccc(N=Cc4cccc(C)c4O)cc3)nc2c1 | -9 |
| CCOC(=O)c1sc(NC(NC(=O)c2ccco2)C(=O)c2ccccc2)c(C(=O)OCC)c1C (stereo not drawn) | 11 |

High-throughput results as filed in PubChem BioAssay.

Not all compounds are listed. The share of hits here may be higher or lower than overall.
